Screening data (PubChem BioAssay)
CIT2 TOR yeast: modulators of CIT2-GFP expression in yeast, primary screen, S. cerevisiae, GFP fusion, multiplex flow cytometry, MLPCN library | S. cerevisiae CIT2-GFP strain, 3 h; 100 means same as DMSO wells | GFP response vs DMSO, % at 10 µM | actives 0.065% (n = 320,000) | AID 2029, 2009;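 active = GFP response relative to DMSO above a set limit, near the screen mean plus 3 SD, cut at about 150% in these data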;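 also: ratio of well median GFP fluorescence to mean of DMSO wells on the plate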
AGP1-GFP MLPCN: modulators of AGP1-GFP expression in yeast TOR pathway, primary screen, cell-based, multiplex flow cytometry, S. cerevisiae, MLPCN library; 3 h; GFP as percent of DMSO wells; GFP response vs DMSO, % at 10 µM; actives 0.02% (n = 320,000);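 active = GFP response relative to DMSO above a set limit, near screen average plus 3 SD, cut at about 150% in these data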;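 also: median GFP channel fluorescence of the gated AGP1 strain per well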
RPL19A TOR yeast: RPL19A-GFP expression modulators in yeast, primary screen, cell-based, S. cerevisiae, multiplex flow cytometry, MLPCN; S. cerevisiae RPL19A-GFP strain, 3 h; stronger effect = lower value; percent response vs DMSO, % at 10 µM; actives 0.3% (n = 330,000); AID 2025, 2009;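 active = percent response vs DMSO below 50%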;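 also: median channel GFP fluorescence of the barcoded RPL19A-GFP strain; ratio of sample median GFP to plate DMSO average so 100% = DMSO; lower means less RPL19A-GFP as with rapamycin TOR inhibition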
CR mimetic SO: reduction of superoxide in aged yeast, primary screen, HTS; S. cerevisiae aged cells, superoxide DHE fluorescence; stronger effect = lower value; superoxide response (% of plate mean), % at 10 µM; actives 0.18% (n = 330,000);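 active = superoxide response under a set limit, about three screen SD below normal, cut at about 65% in these data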;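 also: yeast aged for seven days with compound at 30 °C before DHE staining; 100% = average MFI of all compound-treated wells on the plate with controls excluded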
MEP2 TOR yeast: modulators of MEP2-GFP levels in yeast, primary screen, S. cerevisiae, multiplex flow cytometry, MLPCN library. S. cerevisiae MEP2-GFP strain, 3 h; 100% = DMSO control level. GFP response vs DMSO, % at 10 µM. actives 0.51% (n = 330,000). AID 2016, 2009;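 active = GFP response versus DMSO above a set limit, roughly screen mean plus 3 SD, cut at about 180% in these data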;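 also: median GFP fluorescence of the barcode-gated MEP2-GFP cells per well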
LAP4-GFP MLPCN: modulators of LAP4-GFP expression in yeast, primary screen, S. cerevisiae, multiplex flow cytometry, MLPCN library. 3 h; median GFP as percent of DMSO wells. GFP response vs DMSO, % at 10 µM. actives 0.34% (n = 320,000). AID 2023, 2009;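 active = GFP response vs DMSO above a set limit, about the screen mean plus 3 SD, cut at about 150% in these data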
AHR activator: AHR activators, primary screen, cell-based, luminescence, luciferase reporter, human; activation, % at 5 µM; actives 2.5% (n = 320,000); AID 2796, 2010; Aryl hydrocarbon receptor (Homo sapiens), P35869; AHR-responsive luciferase reporter cells; in the data active = activation above about 47%;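 also: 0% = vehicle wells and 100% = reference agonist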
Target sequence (P35869 whole entry, looked up): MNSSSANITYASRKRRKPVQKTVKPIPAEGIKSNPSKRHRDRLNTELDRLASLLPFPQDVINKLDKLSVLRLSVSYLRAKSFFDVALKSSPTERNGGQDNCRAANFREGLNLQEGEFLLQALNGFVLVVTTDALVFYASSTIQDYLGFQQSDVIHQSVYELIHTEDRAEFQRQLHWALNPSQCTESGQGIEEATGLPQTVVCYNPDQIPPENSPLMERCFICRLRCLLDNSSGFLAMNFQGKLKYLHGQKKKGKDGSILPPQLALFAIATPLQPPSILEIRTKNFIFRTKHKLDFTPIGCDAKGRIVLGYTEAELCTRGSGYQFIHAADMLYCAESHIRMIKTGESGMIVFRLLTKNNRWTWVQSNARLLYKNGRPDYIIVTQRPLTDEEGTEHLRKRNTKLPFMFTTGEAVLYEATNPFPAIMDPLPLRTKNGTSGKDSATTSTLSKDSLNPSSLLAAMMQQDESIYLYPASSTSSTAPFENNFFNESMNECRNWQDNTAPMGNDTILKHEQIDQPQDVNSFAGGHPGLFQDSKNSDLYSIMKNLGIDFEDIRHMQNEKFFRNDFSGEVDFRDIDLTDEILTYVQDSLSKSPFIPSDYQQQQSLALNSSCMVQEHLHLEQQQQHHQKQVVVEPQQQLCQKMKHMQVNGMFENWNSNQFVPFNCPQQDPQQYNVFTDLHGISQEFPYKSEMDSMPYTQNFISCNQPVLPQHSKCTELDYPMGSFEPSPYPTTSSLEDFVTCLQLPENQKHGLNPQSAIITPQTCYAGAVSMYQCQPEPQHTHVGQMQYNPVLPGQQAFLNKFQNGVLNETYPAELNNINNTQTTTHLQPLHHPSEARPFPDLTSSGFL
Efflux pump mplx: inhibitors of Candida efflux pumps in yeast, primary screen, S. cerevisiae, Nile Red, multiplex; S. cerevisiae Candida pump triplex; inhibition, % at 10 µM; actives 0.44% (n = 330,000);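 active = plate passing quality check with inhibition over a set limit, or well fluorescence over plate mean plus 4 SD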;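 also: Nile Red retained in pooled yeast measured as flow cytometry median fluorescence; 0% = buffer negative control and 100% = Enniatin B positive control; higher means more Nile Red kept so more efflux inhibition; some compounds called inactive have numbers as strong as hits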
Starred values were filed as active, the others as inactive. The order is random. About 3.9% of those tested had a hit in this group.

SMILES	CIT2 TOR yeast	AGP1-GFP MLPCN	RPL19A TOR yeast	CR mimetic SO	MEP2 TOR yeast	LAP4-GFP MLPCN	AHR activator	Efflux pump mplx
O=C1C2C3C=CC(C3)C2C(=O)N1/N=C/c1cc(Br)cc([N+](=O)[O-])c1O (configuration not stated)	91.3	84.8	93.4	93.1	104.9	179.9*	5.7	-0.2
COc1cccc(NC(=S)N(Cc2ccco2)C(C)c2ccco2)c1 (configuration not stated)	97.0	97.5	99.1	100.8	96.9	90.3	1.7	0.1
CCC(C)(C)NC(=O)C(c1ccc(O)cc1)N(CCOC)C(=O)CCC(=O)Nc1nccs1 (configuration not stated)	106.8	101.5	107.8	99.0	103.8	98.7	0.4	-0.1
COc1ccc(NC(=O)CN(C)S(=O)(=O)c2cnc[nH]2)cc1	105.1	102.8	105.9	94.2	111.2	100.2	0.8	-0.1
O=C(NCCCCCCNC(=O)N1CCCCCC1)N1CCCCCC1	98.9	94.5	95.8	90.1	99.4	97.8	0.0	0.0
COc1ccc(-c2cccc(C(=O)Nc3cccc(C(=O)O)c3)c2)cc1	93.1	98.9	101.1	112.5	102.6	94.5	3.9	-0.2
Cc1ccccc1C(=O)NCC(=O)N1CCN(C/C=C/c2ccccc2)CC1	93.2	96.0	94.6	90.3	96.5	95.1	2.0	0.0
COc1ccc(OCC(=O)N2CCC(n3nccc3NC(=O)C3CC3)CC2)cc1	103.8	104.1	103.8	103.6	110.0	99.1	0.6	-0.1
O=C(CN1CCOCC1)Nc1ccc(Cl)cc1	98.0	55.3	97.0	100.8	102.6	83.8	1.1	0.0
CCCC(=O)Nc1cc2c(cc1C(C)=O)OCCO2	88.8	97.6	100.0	109.3	103.9	98.2	1.9	0.1
COCCn1c(C)cc(C(=O)CSc2nc(C)cc(C)c2C#N)c1C	89.1	100.1	94.9	105.2	95.6	99.4	27.8	0.0
CCCN1C(=O)C(O)(C2COC(C)(C)CC2=O)c2ccccc21 (configuration not stated)	112.8	106.4	102.4	84.1	108.5	102.7	0.8	0.1

An excerpt from above, reduced to MEP2 TOR yeast.
SMILES	MEP2 TOR yeast
COCCn1c(C)cc(C(=O)CSc2nc(C)cc(C)c2C#N)c1C	95.6
COc1cccc(NC(=S)N(Cc2ccco2)C(C)c2ccco2)c1 (configuration not stated)	96.9
Cc1ccccc1C(=O)NCC(=O)N1CCN(C/C=C/c2ccccc2)CC1	96.5
COc1ccc(OCC(=O)N2CCC(n3nccc3NC(=O)C3CC3)CC2)cc1	110.0
CCCC(=O)Nc1cc2c(cc1C(C)=O)OCCO2	103.9

(more compounds)
SMILES	CIT2 TOR yeast	AGP1-GFP MLPCN	RPL19A TOR yeast	CR mimetic SO	MEP2 TOR yeast	LAP4-GFP MLPCN	AHR activator	Efflux pump mplx
COc1ccc(NC(=O)[C@@H](NC(N)=O)C(C)C)cc1Cl	82.6	106.0	97.0	96.0	99.9	115.0	0.1	-0.1
O=C(CN1CCN(C(=O)c2ccco2)CC1)Nc1cccc([N+](=O)[O-])c1	91.8	118.6	108.7	95.5	102.3	97.8	0.6	-0.1
CCOCC(O)CNC(=O)c1ccc(OC2CCN(C(=O)c3cccnc3)CC2)cc1 (configuration not stated)	93.4	95.7	96.5	101.9	98.4	92.7	4.2	0.4
COc1ccc(CC(=O)O/N=C(\N)c2ccc(C)cc2)cc1	106.3	107.6	103.7	110.4	104.5	115.4	24.9	-0.1
Cc1sc2ncnc(N3CCCCC3)c2c1C	93.5	89.8	97.1	100.5	84.9	88.2	0.1	0.0
CC(C)Cn1c(N)c(C(=O)COC(=O)c2ccc([N+](=O)[O-])o2)c(=O)n(C)c1=O	101.0	99.8	93.8	134.1	102.9	90.3	3.6	0.0
Cc1ccccc1CS(=O)(=O)CCC(=O)N1CCN(c2ccc(N3CCOCC3)nn2)CC1	99.1	102.5	97.2	105.5	168.7	115.8	0.3	-0.1
CN(Cc1ccccc1)C(=O)COC(=O)C1=NNC(=O)CC1	101.8	98.2	101.3	102.0	108.1	92.2	-0.4	0.0
O=[N+]([O-])c1cc(-c2csc(NC(CO)c3nc4ccccc4n3CCOCCO)n2)ccc1Cl (configuration not stated)	97.5	90.5	107.0	96.1	93.7	106.4	27.4	-0.1
CCC(C)N(C(=O)COC(=O)/C=C/c1ccc(O)c(OC)c1)C1CCS(=O)(=O)C1 (configuration not stated)	109.9	105.6	107.3	92.6	124.2	100.2	-1.4	0.0
O=C(NCCCNC(=O)c1ccco1)c1ccco1	110.5	112.6	111.1	90.2	108.4	100.8	-0.5	-0.3
O=C1Nc2ccccc2OC1CC(=O)N1CCN(c2cccc(C(F)(F)F)c2)CC1 (configuration not stated)	99.9	99.5	99.5	90.5	101.7	104.4	3.2	0.0
OCCNNC(=S)NC1CC2C=CC1C2 (configuration not stated)	90.0	101.8	95.5	98.3	102.0	107.2	1.9	0.0
Cc1ccc(S(=O)(=O)N2CCOC23CCN(C(=O)c2ccccc2Br)CC3)cc1	107.9	109.7	101.6	72.5	113.1	102.9	-0.5	0.1
O=c1c(Cc2c(F)cccc2Cl)c(O)ccn1Cc1ccc(F)cc1	98.7	104.2	99.9	111.0	99.6	101.7	0.4	0.0
CC(C)Cn1cc(C(=O)NCCCN2CCC(C)CC2)c2c3ccccc3n(C)c2c1=O	96.6	101.8	96.7	101.0	93.0	98.5	0.5	0.0
Cc1ccc(-n2c(=O)[nH]c3c(oc4ccccc43)c2=O)cc1	110.8	96.2	93.4	101.2	100.3	123.3	1.7	0.2
NC(=O)C1CC(=O)N(c2ccc(OCc3ccc(Cl)cc3Cl)cc2)C1 (configuration not stated)	103.5	104.0	106.8	98.5	103.5	88.8	-1.2	-0.1
CCC(C)(C(=O)NC1CCCCC1)N(Cc1cccs1)C(=O)c1ccc(=O)[nH]c1 (configuration not stated)	88.7	85.1	102.0	113.4	60.5	72.9	-0.1	0.6
COc1cc(NS(=O)(=O)c2ccc3c(c2)C(C)(C)C(=O)N3C)cc(OC)c1	107.9	115.9	110.4	95.3	99.4	102.8	5.6	-0.2
O=C(O)C=C1CCN(c2ncc(C(F)(F)F)cc2Cl)CC1	88.2	98.1	100.6	110.5	109.4	117.8	3.9	0.0
O=C(NCc1ccc2c(c1)OCO2)c1cccc([N+](=O)[O-])c1	100.5	99.2	96.2	114.3	100.3	95.0	23.8	-0.2
CC(NC(=O)COc1ccccc1)C(=O)NCc1ccc(S(N)(=O)=O)cc1 (configuration not stated)	109.6	102.3	101.2	109.9	106.1	95.9	1.1	0.0
C=CCn1c(=S)[nH]c2sc3c(c2c1=O)CCCC3	110.1	100.0	110.0	118.7	112.8	94.1	22.1	0.2
Nc1ccc(N2CCCCCC2)cc1	93.9	93.3	94.8	108.4	96.2	99.8	-0.5	-0.1
COc1cccc(OC)c1C(=O)Nc1ccc(N2CCN(C(=O)c3ccco3)CC2)cc1	105.8	101.5	106.8	91.3	105.5	91.7	34.8	0.1
O=C(NCc1ccccc1)c1c(F)c(F)c(F)c(F)c1F	97.7	101.2	100.2	90.0	100.3	98.0	-2.6	-0.1
Cc1ccccc1CC1(CO)CCCN(C(=O)CCN2CCCO2)C1 (configuration not stated)	98.8	97.5	98.3	94.8	109.5	100.7	1.1	0.0
C=CCN1C(=O)S/C(=C/c2ccc(Sc3nc4ccccc4[nH]3)o2)C1=O	93.4	95.0	101.9	113.4	98.3	88.3	17.7	-0.2
O=C(CNC(=O)c1ccccc1)Nc1ccsc1C(=O)O	99.1	103.0	99.5	98.6	98.7	100.4	6.7	-0.2
CCCN1CCC(NC(=O)Cc2ccccc2C)CC1	106.3	99.4	106.5	99.6	106.8	102.8	-3.9	0.4
CC(=O)Nc1ccc(NC(=O)CSc2nc(N)c(NC(=O)c3ccccc3F)c(=O)[nH]2)cc1	105.9	96.9	100.3	95.3	103.0	96.3	-1.5	0.1
COc1ccc(N(CC(=O)NCCc2ccc(C)cc2)S(=O)(=O)c2c(C)noc2C)cc1	99.0	100.6	102.3	93.5	103.7	94.6	5.4	0.2
O=c1cc(N2CCCCC2)c(-c2ccccc2)nn1Cc1c(Cl)cccc1Cl	96.5	98.6	105.3	89.0	99.8	104.5	1.7	-0.1
COc1ccc(C(=O)N/C(=C\c2cccc3ccccc23)C(=O)N2CCN(C)CC2)cc1OC	101.6	100.7	97.8	81.1	99.8	100.9	3.4	0.0
COCCn1c(SCC(=O)N2CCCC(C)C2)nnc1-c1ccco1 (configuration not stated)	91.9	84.7	84.3	98.2	96.1	84.7	-1.1	-0.1
CC(C)(C)CC(=O)Nc1nnc(SCC(=O)Nc2ccccc2F)s1	92.5	95.1	95.0	124.5	87.6	99.5	1.1	0.1
CC1CCN(C(=O)CSc2nc(C(C)C)nc3c2c(=O)n(C)c(=O)n3C)CC1	98.1	94.8	94.5	105.7	98.9	100.3	-0.1	0.1
CC(=O)Nc1ccc(C(=O)CSc2nnc3scc(-c4ccccc4)n23)cc1	105.5	103.5	96.6	122.8	103.8	99.0	2.0	-0.1
COc1ccc(C2(O)CN(c3ccccc3)C3=[N+]2CCS3)cc1OC (configuration not stated)	94.8	101.7	99.1	110.2	94.2	93.8	2.3	0.1
Cc1[nH]c2c(Cl)cccc2c1CCNC(=O)C1CCCCC1C(=O)OCC(F)(F)F (configuration not stated)	94.8	96.7	108.8	99.7	93.9	85.6	0.1	0.5
CCn1c(CSc2nnc(-c3ccoc3C)n2C)nc2cc(S(=O)(=O)N(C)C)ccc21	86.8	90.5	94.3	118.2	98.0	93.3	3.6	0.3
O=C(CN1C(=O)CCS(=O)(=O)c2ccccc21)NCCc1ccccc1	99.0	117.4	97.5	85.7	97.7	116.3	0.2	0.2
COc1ccc(C2=NN(C(=O)CSc3nnnn3C)C(c3ccco3)C2)cc1 (configuration not stated)	95.8	92.2	93.6	81.0	88.6	85.3	-0.1	0.0
Cc1nn2c(nc1=O)SCC(c1ccccc1)=N2	90.9	88.7	96.4	109.1	91.8	95.6	16.0	-0.1
Cc1cc(C)cc(NC(=O)Nc2ccc(N3CCCCC3)cc2)c1	101.1	113.0	104.3	105.2	114.3	114.6	15.7	0.0
Cc1cc(NC(=O)C(C)SCC(=O)N(C)Cc2c(F)cccc2Cl)no1 (configuration not stated)	93.4	101.4	100.0	87.7	100.1	96.7	-0.1	0.0
O=C(COC(=O)c1cc(S(=O)(=O)NCc2ccccc2)ccc1O)NCc1ccccc1	108.3	112.4	108.0	97.5	103.2	104.7	2.6	-0.1
CC(=O)c1ccc(OCC(=O)OCC(=O)NCc2ccco2)cc1	97.9	94.4	97.0	102.0	99.3	97.0	-0.2	-0.1
CC1(C)OC(C)(C)/C(=C\c2ccccc2[N+](=O)[O-])C1=O	101.4	100.9	101.7	98.4	101.7	102.9	3.5	-0.1
CCOC(=O)[C@@H]1[C@H]2COc3ccccc3[C@@H]2N2C(=O)N(c3ccc(C)cc3)C(=O)[C@]12C	113.8	96.4	101.9	92.7	96.1	123.7	0.1	0.0
COc1ccc(C(=O)NCc2cccs2)cc1S(=O)(=O)N1CCOCC1	115.5	113.3	94.4	86.3	100.8	102.3	5.5	-0.2

Arranged by molar mass (lowest first): part of the list above.
SMILES	CIT2 TOR yeast	AGP1-GFP MLPCN	RPL19A TOR yeast	CR mimetic SO	MEP2 TOR yeast	LAP4-GFP MLPCN	AHR activator	Efflux pump mplx
CCCC(=O)Nc1cc2c(cc1C(C)=O)OCCO2	88.8	97.6	100.0	109.3	103.9	98.2	1.9	0.1
O=c1cc(N2CCCCC2)c(-c2ccccc2)nn1Cc1c(Cl)cccc1Cl	96.5	98.6	105.3	89.0	99.8	104.5	1.7	-0.1
CCOC(=O)[C@@H]1[C@H]2COc3ccccc3[C@@H]2N2C(=O)N(c3ccc(C)cc3)C(=O)[C@]12C	113.8	96.4	101.9	92.7	96.1	123.7	0.1	0.0
